# hcGAS inh: blocks human cGAS activity | recombinant h-cGAS, ATP depletion, Kinase-Glo luminescence | inhibition, % at 12.5 µM | 290,000 tested, 0.081% active | AID 1259398;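 further: 0% = vehicle reaction and 100% = reaction without DNA for no activity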
# Target sequence (Q8N884 whole entry, looked up): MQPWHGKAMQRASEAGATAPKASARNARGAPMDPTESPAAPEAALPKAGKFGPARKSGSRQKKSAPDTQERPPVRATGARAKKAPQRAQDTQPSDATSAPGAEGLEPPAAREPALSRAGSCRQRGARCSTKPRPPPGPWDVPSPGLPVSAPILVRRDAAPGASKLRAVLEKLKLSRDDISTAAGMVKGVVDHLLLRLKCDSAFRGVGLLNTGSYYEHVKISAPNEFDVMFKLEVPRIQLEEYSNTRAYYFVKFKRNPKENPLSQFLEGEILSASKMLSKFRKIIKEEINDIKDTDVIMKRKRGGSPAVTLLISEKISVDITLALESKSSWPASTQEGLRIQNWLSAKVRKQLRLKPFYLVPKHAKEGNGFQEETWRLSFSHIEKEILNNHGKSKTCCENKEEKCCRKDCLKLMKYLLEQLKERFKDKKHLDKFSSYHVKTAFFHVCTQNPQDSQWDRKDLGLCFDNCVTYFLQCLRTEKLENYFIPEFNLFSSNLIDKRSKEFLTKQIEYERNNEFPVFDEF
# mcGAS lum: blocks mouse cGAS activity; recombinant cGAS, Kinase-Glo ATP depletion luminescence; 160,000 tested, 0.15% active; Q8C6L5; inhibition, % at 12.5 µM;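 further: 0% = negative control wells and 100% = reference inhibitor with no enzyme activity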
# NPYLR7 agonist: mosquito NPYLR7 agonism | HEK293T NPYLR7/Galpha15, GCaMP6s calcium fluorescence | activation, % at 10 µM | 270,000 tested, 0.15% active | AID 1259423; in the data active means activation above about 40%;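 further: 0% = vehicle and 100% = reference agonist at the receptor; some compounds past the cut are filed as inactive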
# * = called active by the depositor; . = not tested or not shown; & = joins results of further samples. Unless noted, no stated cut-off is given here; in the data, active means inhibition above about 40%; inactive means the rest.
No.	structure	hcGAS inh	mcGAS lum	NPYLR7 agonist
1	C=CCNc1ncnc2c1sc1nc(C(C)C)c3c(c12)CC(C)(C)OC3	0	.	-5
2	COc1cc2c(cc1OC)C(=O)N(C)C1(CCc3ccccc3C1)N2 (stereo not given)	-6&2	-3	-6&-3
3	CCOC(=O)CSc1nnc(CNC(=O)C23CC4CC(CC(C4)C2)C3)n1Cc1ccccc1	-3	-8	0
4	CC1(C(=O)NS(=O)(=O)c2ccccc2Cl)CCN1C(=O)c1ccccc1CCc1ccccc1 (stereo not given)	-4	.	6
5	COCC(O)CN(Cc1ccco1)Cc1c(C)nn(-c2ccccc2)c1Oc1cccc(F)c1 (stereo not given)	0	1	-21
6	CCn1nnc2c(NCc3c(F)cccc3F)ncnc21	9	0	-2
7	CC(=O)Nc1cc(-c2ccccc2)nn1-c1ccc(C(=O)NC(C)CC(C)C)cc1 (stereo not given)	-6	.	-6
8	Cc1nc(-c2cccc(F)c2)nc(N2CCN(C(=O)c3cccc(C(F)(F)F)c3)CC2)c1C	-4	-8	2
9	Cc1cc(N=Cc2nc(-c3ccccc3)oc2O)no1	4	1	3
10	CSc1nc(N2CCCCC2)c2cnn(CCNC(=O)c3cccs3)c2n1	-5	-5	.
11	C=C(C)CSc1n[nH]c(=S)s1	-6	.	-5
12	COC(=O)c1c(NC(=O)CNC(C)(C)C)sc2c1CCCC2	-3	.	15
13	O=C(c1coc(CN(Cc2ccccc2)Cc2ccc(F)cc2F)n1)N1CCCC1	-6	-3	1
14	CN(C)C(=O)c1ccc(-c2ccc3c(c2)COC2(CCN(C(=O)Nc4c(F)cccc4F)CC2)O3)cc1	-3	-4	3
15	CCc1ccc(N2CCC(NS(=O)(=O)CC)CC2)cc1	-6	.	-1
16	CCOC(=O)C(C)Sc1nc(N)c(NC(=O)c2ccc(OC)c(OC)c2)c(=O)[nH]1 (stereo not given)	-8	-7	0
17	CC1c2ccc(-c3nn[nH]n3)n2CCN1C(=O)OC(C)(C)C (stereo not given)	8&1	-5	1&5
18	COc1cc(C(=O)N2CCOC(COc3ccc(Cl)c(C)c3)C2)cc(OC)c1C (stereo not given)	-6	.	28
19	CC1(C(=O)NS(=O)(=O)c2ccc(Cl)cc2)CCN1C(=O)C1CC1 (stereo not given)	-8	.	0
20	O=S(=O)(NC1CC1)c1ccc2ccccc2c1	-4	.	-1
21	CCCCC(=O)N(C)c1c(CC)nc2c(OCCC3CCCCC3)cccn12	0	1	-16
22	Clc1ccc2nc(C3CCCN3Cc3nc(Cc4ccccc4)no3)[nH]c2c1 (stereo not given)	-7	-9	3
23	CC(C)SCC(=O)N1CC[C@@H](c2ccc3c(c2)OCO3)[C@H](O)C1	0	.	-6
24	CCC(C)NC(=O)c1cc(NC(=O)c2ccc(Cl)cc2Cl)ccc1N1CCc2ccccc2C1 (stereo not given)	-6	-5	0
25	CC(=O)c1cccc(Nc2nccc3[nH]c(-c4ccsc4)cc23)c1	-3	-6	-6

# (next part)
No.	structure	hcGAS inh	mcGAS lum	NPYLR7 agonist
26	Cc1cccc(Cc2ccc3ncc(-c4ccccc4)n3n2)c1	-2	-5	1
27	Cn1cnnc1Sc1ccc(C2NCCc3[nH]cnc32)o1 (stereo not given)	-4&-5	-17	-1&2
28	CCOc1ccc(N2CCc3c2nc2ccc(Br)cc2c3N)cc1	-3	.	-3
29	CC(C)c1nccn1CCCNC(=O)c1ccc(-c2ccoc2)nc1	-11	-12	2
30	COc1ccccc1-c1cnn2c(C)c(C(=O)NCCCn3ccnc3)cnc12	-5	-7	9
31	NC(=O)C1CN(CC(=O)C23CC4CC(CC(C4)C2)C3)c2ccccc2O1 (stereo not given)	-6	-4	6
32	C=CCNCC(=O)N(CCc1ccc(OC)c(OC)c1)Cc1sccc1C	-2	.	3
33	CC(C)c1n[nH]c2c1CN(CCC(=O)N1CCCc3ccccc31)CC2	-10	.	1
34	CC1CCCCC1NC(=O)COC(=O)C1CC2CCCC(C1)C2=O (stereo not given)	-7	.	8
35	O=C(Nc1ccc(SCC(=O)N2CCN(c3ccccc3)CC2)nn1)c1ccccc1	-1	-3	2
36	CCN(CC)C(=O)CN(Cc1ccc(Cl)c(Cl)c1)S(=O)(=O)c1ccccc1	-7	.	5
37	Cc1c(Cl)cccc1S(=O)(=O)Nc1ccc(CC(=O)N2CCCC2)cc1	-13	.	-1
38	O=C(c1c[nH]c(=O)c(Cl)c1)N1CCOC(Cc2ccccc2)C1 (stereo not given)	0	-3	-4
39	Cc1cc(NC(=O)c2cc3nc(-c4ccc(Cl)cc4)cc(C(F)(F)F)n3n2)no1	-7	-6	0
40	c1cc2c3c(cccc3c1)/C(=N/OCC1CO1)C2 (stereo not given)	0	.	-3
41	CC(C)(C)c1noc(CS(=O)Cc2cccc(C(N)=O)c2)n1 (stereo not given)	-8	.	9
42	CCn1c(N2CCN(Cc3c(F)cccc3Cl)CC2)nc2c1c(=O)[nH]c(=O)n2C	-8	.	1
43	CCC(CO)NC(=O)c1c(C(F)(F)F)nn(C2CCCN(C(C)C)C2)c1C (stereo not given)	-3	.	5
44	CC1CC(NC(=O)CC2CSc3nc4c(c(=O)n32)CCCC4)CC(C)(C)C1 (stereo not given)	-5	.	-3
45	CC(Oc1cccnc1NC(=O)c1ccc(F)cc1F)c1ccccc1 (stereo not given)	6	11	3
46	O=C1N(c2ccccc2)C(c2ccccc2F)C1(F)F (stereo not given)	-5	.	5
47	CCc1ccccc1-c1ccc(C)nc1N	1	.	0
48	O=C(CN1CCc2sccc2C1c1cccs1)N1CCOC1=O (stereo not given)	-4	.	3
49	O=C(C1CCCCN1S(=O)(=O)c1cc(F)cc(F)c1)N1CCCC1 (stereo not given)	-6	-12	5
50	Fc1ccc(Nc2nnc3n2CCCCC3)cc1Cl	1	1	6

# The results go on.
No.	structure	hcGAS inh	mcGAS lum	NPYLR7 agonist
51	COc1cc(C=NS(=O)(=O)c2ccc(Br)cc2)cc(OC)c1O	3	.	-4
52	CCn1cc2nc(OC)c(CNC(=O)c3cnn4c3CCCC4)cc2c1O	-8	.	5
53	CCOc1ccccc1NC(=O)CSc1nc2c(cnn2CCO)c(=O)[nH]1	-11	.	3
54	CC(=O)c1ccc2c(c1)N(Cc1ccc(OC(F)(F)F)cc1)C(=O)C(C)S2 (stereo not given)	3	.	0
55	C=CCN(Cc1cccn1Cc1cccc(C(F)(F)F)c1)C(=O)Nc1ccccc1OC	-8	-6	1
56	OCC1CCCN(Cc2csc(-c3ccc(F)cc3)n2)C1 (stereo not given)	-14	.	-20
57	CCC1(C)NC(=O)N(NC(=O)c2ccc(-c3ccc(Cl)cc3)s2)C1=O (stereo not given)	7	.	-1
58	CC(C)C[C@@]1(CO)N[C@H](c2nccn2C)[C@@H]2CN(Cc3ccccc3)C[C@@H]21	-3&-4	-12	-1&14
59	O=P1(NCCCN2CCOCC2)C=C(c2ccccc2)OC(c2ccccc2)=C1	-7	.	17
60	Cc1cccc(NC(=O)CSCC(=O)N2CCN(C)CC2c2ccccc2)c1 (stereo not given)	-4	.	2
61	CCCCC(CC)COCCCNC(=O)c1cncn1-c1cccc(-c2ccccc2C(F)(F)F)c1 (stereo not given)	-5	-8	15
62	CN(CCN1CCCCC1=O)c1ncc(F)c(N2CCOCC2)n1	-9	-11	.
63	Cc1nnc(SCC(=O)N2C[C@@H](NC(=O)N(C)C)[C@H](C(C)C)C2)s1	-10	-4	.
64	CC(=O)N1CCC(Oc2ccc(Cl)cc2C(=O)N2CCCC(C(N)=O)C2)CC1 (stereo not given)	2	.	-4
65	Fc1ccc2nc3c(nc2c1)c1ccccc1n3Cc1cc(Cl)cc2c1OCOC2	-5	-4	-12
66	CC1(C)OC2C(COS(C)(=O)=O)OC(n3ncc(=O)[nH]c3=O)C2O1 (stereo not given)	-6	.	5
67	COc1ccc(-n2c(-c3ccc(Cl)cc3)cc(C(=O)NCCc3ccccc3)c2C)cc1	-11	-4	-4
68	COCc1nc(-c2ccc(-c3ccc(OC)cc3)nc2OC)no1	-2	.	9
69	CC(=O)Nc1ccc(S(=O)(=O)Oc2ccc(Cl)cc2CN(Cc2ccc(F)cc2)C(=O)NC(C)C)cc1	-8	-6	-1
70	CN1CCCn2nc(C(=O)NCCc3cnn(-c4ccccc4)c3)cc2C1	-4	.	4
71	Cc1cc(C)nc(SCCCn2c(N3CCCCCC3)nc3c2c(=O)[nH]c(=O)n3C)n1	-1	.	7
72	CCn1cnnc1CCNC(=O)CN1CCOc2ccccc2C1	-8	-10	6
73	CC1Cc2ccccc2N1C1=CC(=O)CCC1 (stereo not given)	-8	.	3
74	CCCC(=O)NNC(=O)c1cc(Br)c(OCC)c(OC)c1	-7	.	14
75	O=C(NCC1CCOCC1)c1csc(N2CCN(CCc3ccccc3)C2=O)n1	-11	.	-1

# (list continues)
No.	structure	hcGAS inh	mcGAS lum	NPYLR7 agonist
76	COC(=O)c1cc(C)sc1NC(=O)CC1SC(N2CCOCC2)=NC1=O (stereo not given)	-3	-7	-2
77	O=C(NCCc1ccccc1)c1cccc(OC2CCN(Cc3ccon3)CC2)c1	-2	.	7
78	OCc1ccc(CN2CCC(CO)(Cc3ccc(Cl)cc3)CC2)o1	-4	.	17
79	CCOC(=O)CCC(=O)NCc1ccc2[nH]c(C)cc2c1	-9	-7	7
80	CCN(CC)CCNC(=O)c1cc(NC(=O)Nc2ccc(F)c(Cl)c2)ccc1N1CCCCC1	-1	-4	2
81	CCN(CC)C(=O)Oc1ccc2c(ccn2Cc2cc(F)ccc2F)c1-c1ccc(F)cc1	-1	-5	11
82	CCc1nc2ccc(C(=O)NCCN3CCOCC3)cn2c1N(CC)C(=O)NCCc1ccccc1	3	1	-25
83	COc1ccccc1NC(=O)c1ccc2noc(-c3ccccc3)c2c1	-6	.	7
84	COc1cc(C2NC(=O)NC(C)=C2C(=O)OCCc2ccccc2)cc(OC)c1OC (stereo not given)	0	.	-3
85	Cc1ccc(CSc2nc(=O)n(CCCO)c3c2CCC3)cc1	-5	-6	-10
86	COc1ccc(N2CCN(C(=O)C(=O)Nc3cc([N+](=O)[O-])ccc3C)CC2)cc1	9	.	-5
87	Cc1cc(C(=O)N(CCCN(C)C)c2nc3ccc(Cl)cc3s2)n(C)n1	3	1	6
88	CN1CCN(n2c3c(c(SCC(=O)NCc4ccco4)nc2=O)CCC3)CC1	-7	-8	-2
89	COc1ccc(C(C)C)cc1-c1nccnc1N(C)Cc1ccccc1	-1	-2	-3
90	Clc1cccc(-c2nc(N3CCN(C(c4ccccc4)c4ccccc4)CC3)c3ccccc3n2)c1Cl	-1	-4	0
91	Cc1cc(Cl)c2oc(C(=O)N(C)C(C)c3ccccn3)c(C)c2c1 (stereo not given)	-12	.	4
92	FC(F)(F)c1nc(N2CCCC2c2cccs2)c2ccccc2n1 (stereo not given)	0	.	10
93	Cc1nnc(-c2cn(CC(=O)NC3CCCCC3)c3ccccc23)o1	-7	-10	3
94	Cn1c(-c2ccccc2Cl)nn(CN2CCN(c3nccs3)CC2)c1=S	-8&3	-5	5&5
95	CCC(CC)n1ncc(C)c1NC(=O)C(=O)c1ccco1	4	.	-8
96	CCOc1cnn(-c2ccc(Cl)cc2)c(=O)c1Nc1ccc(C(=O)N(C)CC)cc1	0	-5	21
97	CCc1ccc(CN2CCCC(c3n[nH]c(=O)n3-c3ccccc3)C2)nc1 (stereo not given)	-7	.	5
98	O=C(C1CCC(O)CC1)N1CCCC(CCc2ccc(F)cc2)C1 (stereo not given)	-5	.	3
99	CN1CC2(CCN(C(=O)CCNC(=O)c3ccc(F)cc3)C2)OC1=O (stereo not given)	-4	.	3
100	CCCc1n[nH]c(=S)n1CC(=O)NCc1ccc(N2CCCCC2)nc1	-10	.	9
101	O=C(CNC(=O)c1ccccc1F)Nc1nc(-c2cccs2)cs1	-10	.	-6
102	CN(Cc1nc2ccccc2s1)C(=O)CCc1nnc(CCc2c[nH]c3ccccc23)o1	4	.	-4
103	Cc1ccc(F)cc1NC(=O)N1CCCC(O)(CN(C)C)CC1 (stereo not given)	-5	.	7

# Source: PubChem
